E coli Lon inh – inhibitors of E. coli Lon protease, primary screen, biochemical, fluorescence polarization | AID 602123, 2011 | purified E. coli Lon protease | 0.42% of 360,000 active | P0A9M0 | inhibition, % at 7.94 µM; in the data active = inhibition above about 13%, passing the limit was not always enough;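 also: 0% = enzyme with probe and DMSO and 100% = no enzyme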
SKN-1 inh – suppressors of acrylamide-induced Pgst-4::GFP reporter in worms, primary screen, SKN-1 inhibitor project, whole organism, uHTS, GFP/RFP fluorescence ratio, strain VP596; AID 624304, 2012; 0.49% of 360,000 active; inhibition, % at 21.8 µM; C. elegans VP596 Pgst-4::GFP/RFP ratio, 24 h;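 active = interference check ratio from 0.5 to 1.5 plus GFP to RFP signal ratio inhibition reaching or exceeding a fixed threshold, cut at about 30% in these data, passing the limit was not always enough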; also: some compounds called inactive have numbers as strong as hits
MLLE-PAM2 inh – inhibitors of PABP1 MLLE–PAM2 peptide binding, primary screen, biochemical, fluorescence polarization, FITC-PAM2, GST-MLLE | Polyadenylate-binding protein 1 (Homo sapiens), P11940 | AID 588489, 2011 | 0.36% of 360,000 active | inhibition, % at 20 µM; in the data active = inhibition above about 35%, passing the limit was not always enough;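 also: plate controls were DMSO wells with GST-MLLE for no effect and wells lacking GST-MLLE protein for full effect; some results filed as inactive read as strong as hits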
Target sequence (P11940 whole entry, looked up): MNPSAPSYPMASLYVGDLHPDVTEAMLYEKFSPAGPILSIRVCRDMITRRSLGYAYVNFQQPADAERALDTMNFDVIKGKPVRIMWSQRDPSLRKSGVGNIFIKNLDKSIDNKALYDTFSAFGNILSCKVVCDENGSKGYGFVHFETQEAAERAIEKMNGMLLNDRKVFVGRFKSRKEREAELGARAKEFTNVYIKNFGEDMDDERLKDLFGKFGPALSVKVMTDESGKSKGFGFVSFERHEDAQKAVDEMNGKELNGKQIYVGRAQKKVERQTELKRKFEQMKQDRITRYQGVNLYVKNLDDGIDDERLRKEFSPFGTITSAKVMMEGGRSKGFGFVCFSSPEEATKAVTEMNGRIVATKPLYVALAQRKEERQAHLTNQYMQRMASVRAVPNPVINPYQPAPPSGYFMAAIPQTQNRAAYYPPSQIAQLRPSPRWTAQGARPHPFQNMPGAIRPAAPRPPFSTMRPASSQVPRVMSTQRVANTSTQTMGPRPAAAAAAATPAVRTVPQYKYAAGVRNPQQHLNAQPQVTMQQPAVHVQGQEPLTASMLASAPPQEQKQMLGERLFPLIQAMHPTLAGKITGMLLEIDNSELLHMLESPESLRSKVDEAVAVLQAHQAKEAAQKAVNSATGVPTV
Rin1-Abl PPI inh – inhibitors of Rin1-Abl protein binding, primary screen, biochemical, TR-FRET; 0.4% of 360,000 active; inhibition, % at 7.35 µM; AID 588664, 2011; in the data active = inhibition above about 5%, passing the limit was not always enough
NRP1-CendR mod – modulators of CendR peptide binding to NRP-1, primary screen, biochemical, fluorescence polarization, uHTS; 0.85% of 360,000 active; Neuropilin-1 (Homo sapiens), O14786; inhibition, % at 25 µM; FAM-RPARPAR peptide binding to NRP-1;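 active = inhibition or corrected inhibition above about 18%, plus a signal ratio from 0.5 to 1.5, limit read from the data, passing the limit was not always enough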; also: strong numbers were not always called active
FAS TE block – FAS thioesterase domain inhibitors, primary screen, biochemical, fluorescence intensity, uHTS | Fatty acid synthase (Homo sapiens), P49327 | recombinant FAS-TE, OMFH fluorogenic substrate, fluorescence endpoint | inhibition, % at 15 µM | 0.67% of 360,000 active;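 active = compounds whose normalised, plate-corrected inhibition of enzyme fluorescence in the single-dose primary screen is 50% or more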;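 also: 0% = DMSO with enzyme and 100% = substrate without enzyme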
Neddylation inh – inhibitors of cullin neddylation, primary screen, biochemical, TR-FRET, uHTS, NAE and Ubc12; NEDD8-conjugating enzyme Ubc12 (Homo sapiens) + NEDD8-activating enzyme E1 regulatory …; calls only at 25 µM; 0.58% of 360,000 active; AID 651699, 2012; in the data active = inhibition above about 36%
MsrA act – bovine MsrA enzyme activators, primary screen, biochemical, absorbance, HTS; purified bovine MsrA, absorbance read-out; 0.3% of 360,000 active; Methionine sulfoxide reductase A (Bos taurus); AID 602163, 2012; activation, % at 10.6 µM; in the data active = activation above about 7.5%;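 also: 0% = vehicle and 100% = reference activator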
MT1-MMP act inh – blockers of MT1-MMP proenzyme processing, primary screen, HT1080 RFP-PRO-GFP cells, GFP/RFP fluorescence; Matrix metalloproteinase-14 (Homo sapiens), P50281; GFP/RFP ratio fluorescence, overnight; percent of plate control window, DMSO zero; GFP/RFP ratio change, % at 20 µM; 0.061% of 360,000 active;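 active = GFP/RFP ratio change of at least 30% with cell ATP level not reduced by more than half and red fluorescence within 50% of control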; also: strong numbers were not always called active
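Material – HT1080 RFP-PRO-GFP cells · Control set – DMSO wells and RFP-L50D-GFP cells · Incubation – overnight cell settling, then overnight compound exposure, 37 °C, 5% CO2 · Compound dosing – single-point 20 µM compound, 1% DMSO · Read-out – GFP/RFP fluorescence ratio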
* hit, by the source's call; i = inactive; nt = not tested or not shown. Rows were taken by chance; overall some 4% were active at least once.

SMILES	E coli Lon inh	SKN-1 inh	MLLE-PAM2 inh	Rin1-Abl PPI inh	NRP1-CendR mod	FAS TE block	Neddylation inh	MsrA act	MT1-MMP act inh
CCOC(=O)C1CCN(S(=O)(=O)c2ccc3c(c2)CCCN3C(C)=O)CC1	-2.9	11.7	0.4	-5.7	16.9	-2.9	i	-0.9	3.3
Cc1cccnc1CN1CCN(C(=O)CCc2nnc(CCc3ccccc3)o2)CC1	0.2	-0.6	1.4	0.9	-15.1	1.6	i	-4.9	-3.5
COc1ccc(N(CC(=O)Nc2ccc3c(c2)OCO3)S(=O)(=O)c2ccc(F)cc2)cc1	-11.7	-7.2	-1.6	3.7	-11.7	11.1	i	-9.2	1.5
O=S(=O)(c1ccc(S(=O)(=O)N(Cc2cccs2)CC2CCCO2)cc1)N1CCCCC1 (configuration not stated)	6.0	16.6	5.9	-2.5	0.3	23.2	i	-2.5	-4.7
O=C(OCc1cccc(Cl)c1)c1cc(S(=O)(=O)N2CCCCC2)ccc1N1CCOCC1	-0.1	21.9	14.0	-0.8	8.1	26.4	i	-3.6	0.5
COc1cc(/C=N/n2cnnc2)ccc1OC(=O)c1ccncc1	-14.5	-6.2	-4.2	0.0	7.5	-2.2	i	-5.6	-0.2
CC1Sc2ccc(S(=O)(=O)CCC(=O)Nc3cc(F)ccc3F)cc2NC1=O (configuration not stated)	-0.9	8.6	8.7	-0.6	5.9	2.1	i	-2.4	3.8
O=C(NNC(=O)c1cc(-c2ccccc2Cl)nc2ccccc12)c1csc(N2CCOCC2)n1	11.2	6.4	4.0	-3.4	-1.5	5.6	i	-2.9	9.0
CCOC(=O)CC(NC(=O)c1cc2cccc(OC)c2oc1=O)c1ccc(OC)cc1 (configuration not stated)	0.7	3.3	-1.8	-0.9	-3.8	14.0	i	-2.8	-1.9
CCN(CC)CCCn1c2c(c(SCC(=O)Nc3nc(C)cs3)nc1=O)CCC2	-2.3	22.2	4.4	0.1	8.5	-7.0	i	-2.2	-2.2

Five consecutive entries already listed, quoted:
SMILES	E coli Lon inh	SKN-1 inh	MLLE-PAM2 inh	Rin1-Abl PPI inh	NRP1-CendR mod	FAS TE block	Neddylation inh	MsrA act	MT1-MMP act inh
CCOC(=O)C1CCN(S(=O)(=O)c2ccc3c(c2)CCCN3C(C)=O)CC1	-2.9	11.7	0.4	-5.7	16.9	-2.9	i	-0.9	3.3
Cc1cccnc1CN1CCN(C(=O)CCc2nnc(CCc3ccccc3)o2)CC1	0.2	-0.6	1.4	0.9	-15.1	1.6	i	-4.9	-3.5
COc1ccc(N(CC(=O)Nc2ccc3c(c2)OCO3)S(=O)(=O)c2ccc(F)cc2)cc1	-11.7	-7.2	-1.6	3.7	-11.7	11.1	i	-9.2	1.5
O=S(=O)(c1ccc(S(=O)(=O)N(Cc2cccs2)CC2CCCO2)cc1)N1CCCCC1 (configuration not stated)	6.0	16.6	5.9	-2.5	0.3	23.2	i	-2.5	-4.7
O=C(OCc1cccc(Cl)c1)c1cc(S(=O)(=O)N2CCCCC2)ccc1N1CCOCC1	-0.1	21.9	14.0	-0.8	8.1	26.4	i	-3.6	0.5

The listing continues:
SMILES	E coli Lon inh	SKN-1 inh	MLLE-PAM2 inh	Rin1-Abl PPI inh	NRP1-CendR mod	FAS TE block	Neddylation inh	MsrA act	MT1-MMP act inh
CC(=O)Nc1ccc(SC[C@H](Cc2ccccc2)N2CC[C@@H](O)CCC2=O)cc1	1.2	-1.8	40.6*	4.5	22.0	-7.3	i	9.3*	0.3
Clc1nc(NC2CCCCC2)c2cn[nH]c2n1	-3.0	-22.7	0.3	1.2	1.2	-2.6	i	-0.2	0.2
Cc1c(C(C)CCCO)oc(=O)c2c1Oc1c(C)c(C(C)C[C@@H](C)O)oc(=O)c1C2 (some centres not stated)	-0.5	18.5	-4.4	-2.7	13.8	-11.2	i	-1.0	4.6
Cc1nc(NC(=O)C2CC2)sc1C(=O)Nc1ccc(Br)cc1	3.4	5.3	5.1	-0.1	-5.5	13.8	i	-3.2	6.4
CCN1CCCc2cc(CN(CCN3CCOCC3)C(=S)Nc3cccc(C)c3)ccc21	-8.7	1.6	-59.7	-3.0	-0.5	10.3	i	-1.9	1.1
CCc1ccc(C(=O)CSc2nc(C)cc(=O)[nH]2)cc1	-7.9	-5.7	4.7	0.9	-6.7	-9.0	i	-9.8	-2.3
CCCOC(=O)c1ccc(NC(=O)Oc2ccccc2)cc1	-0.6	7.2	5.8	-4.1	9.2	4.8	i	-10.9	5.4
Cc1occc1C(=O)NNC(=O)c1ccc(S(=O)(=O)N(C)C)cc1	-9.8	4.0	6.5	-0.5	9.0	-3.9	i	-2.2	1.3
c1cncc(-c2nc3ccccc3s2)c1	-0.3	11.4	-2.4	-1.9	4.6	-2.1	i	-7.8	1.1
COc1ccccc1CNC(=O)C(=O)Nc1nccs1	8.6	3.0	-2.0	4.2	-3.9	-3.7	i	-11.8	2.2
COc1ccc2cc(C#N)c(SCC(=O)N3CC(=O)Nc4ccccc43)nc2c1	-9.9	-0.7	-21.6	-4.0	-34.9	-1.9	i	-2.6	-76.8
CC(C)(C)c1cc(CCC(=O)NCc2ccccn2)cc(C(C)(C)C)c1O	6.7	-8.3	-1.8	-3.0	8.9	2.7	i	-7.0	-0.6
O=C(CC1CCCCC1)NCCS(=O)(=O)N1CCN(c2ccccc2)CC1	8.6	4.9	12.9	1.7	-5.6	-5.0	i	0.6	1.2
COc1ccc(CN(CC(=O)NCC2CCCO2)C(=O)CCC(=O)Nc2nccs2)cc1 (configuration not stated)	0.3	19.4	6.9	0.9	6.4	-2.7	i	-0.9	-3.8
CC1=CC(C)(C)N2C(=O)C3(N=C(N)NC(Nc4ccccc4)=N3)c3cc(C)cc1c32 (configuration not stated)	-2.4	11.6	3.9	-4.1	5.5	-25.9	i	-3.5	1.9
Cn1c(CSc2ncccn2)nnc1SCC(=O)N1CCCCCC1	4.7	0.1	6.0	4.9	1.3	-2.1	i	-7.6	1.3
CC(=O)Nc1cc2c(cc1NC(=O)Cn1nnc(-c3ccc(C)o3)n1)OCCO2	-0.4	6.6	13.6	-1.4	0.0	-0.4	i	-4.0	-1.7
CC(C)C(=O)N1CCN(c2ccc(NC(=O)c3cccs3)cc2)CC1	12.8	12.1	-1.6	-1.9	13.7	-6.1	i	-3.3	0.7
CCOC(=O)CSc1nc2ccc(C)cc2cc1C#N	-2.7	2.7	-6.3	0.0	9.7	20.9	i	-0.2	-15.7
COC(=O)[C@]1(Cc2ccccc2)N[C@H](c2ccc(-c3ccc(OC)cc3)cc2)[C@@H]2C(=O)N(C)C(=O)[C@@H]21	-12.3	2.9	-6.9	0.9	3.1	17.9	i	-6.4	0.0
O=C(NCCc1ccc(Cl)cc1)C1CCCO1 (configuration not stated)	-0.4	4.8	-9.5	2.7	1.4	-2.3	i	-9.3	1.6
NC(=O)CSc1nc(-c2ccccc2)c(-c2ccccc2)o1	2.6	15.3	-41.6	0.4	19.9	0.7	i	-3.0	4.2
COc1cccc(NC(=O)N2CCN(c3cccc(C)c3C)CC2)c1	6.5	7.7	9.3	-0.2	8.4	11.8	i	2.0	-4.5
O=C1N/C(=N\N=C\c2cccnc2)SC1Cc1ccc(SC(F)F)cc1 (configuration not stated)	-2.9	-8.8	-9.8	1.8	2.1	-3.4	i	-10.0	0.6
O=c1ccc2ccccc2c2ccccc12	3.4	-3.5	-3.0	5.1	-15.8	-6.3	i	-16.2	3.6
CCCC(=O)N1CCC(Cc2ccccc2)CC1	4.2	3.9	1.9	1.2	-2.9	-3.3	i	-11.4	0.8
Cc1ccc(C(=O)N2CCN(c3ccc([N+](=O)[O-])cc3)CC2)o1	-10.6	-4.6	-4.7	-2.9	3.8	1.5	i	-3.1	5.0
O=c1[nH][nH]c(-c2ccccc2)c1C=Nc1cccc(Cl)c1	-7.0	-8.8	4.1	3.8	-4.9	1.7	i	-1.8	2.8
COCCNC(=O)NC(=O)COC(=O)c1ccc2[nH]c3c(c2c1)CCCC3	0.1	-7.9	-8.3	-1.9	-3.3	11.9	i	-7.2	0.9
O=C(CSc1nnc(SCc2cccc3ccccc23)s1)Nc1ccc(C(=O)O)cc1	-4.2	0.1	-4.0	-0.4	-10.7	-0.3	i	1.3	0.5
N#Cc1c(NC(=O)COC(=O)C2=COCCO2)sc2c1CCCC2	8.1	3.0	0.8	3.5	-6.3	-1.4	i	-5.5	-3.0
C=C(C)CSc1nnc2n(Cc3ccccc3)c(=O)c3c4c(sc3n12)CCC4	-12.3	21.3	-124.2	0.5	11.7	-0.8	i	-4.1	0.4
O=C(COC(=O)CCN=C1NS(=O)(=O)c2ccccc21)NNC(=O)c1ccc(Cl)cc1	-13.7	5.8	6.6	2.3	-11.5	-4.1	i	-1.4	-0.3
CCC1=NN(C(=O)Cc2ccc([N+](=O)[O-])cc2)C(O)(C(F)(F)F)C1 (configuration not stated)	-4.4	-2.6	-11.1	1.1	-0.8	2.5	i	-3.1	4.9
COc1ccc(NC(=O)CSc2nnc(CN3CCOCC3)n2-c2ccccc2)cc1Cl	7.2	-3.6	14.7	-0.7	-0.8	-5.7	i	-0.8	5.6
O=C(COC(=O)/C=C/c1ccc(F)cc1)NC1CCS(=O)(=O)C1 (configuration not stated)	-5.7	-9.5	-3.3	1.2	-3.4	-9.4	i	-3.1	2.0
COc1ccc(-c2cc(C(F)(F)F)n3nc(C(=O)N4CCCC4)cc3n2)cc1	-9.6	-21.2	-4.7	2.5	0.8	-1.8	nt	0.3	-3.2
CCC(C)Sc1nc2c([nH]c3ccccc32)c(=O)n1C (configuration not stated)	-2.9	7.5	7.3	-0.3	-10.7	-0.1	i	-2.1	2.3
CC(NS(=O)(=O)c1ccc(F)cc1)C(c1cccs1)N1CCN(C)CC1 (configuration not stated)	-8.2	3.3	-3.8	-1.2	2.5	-7.4	i	-2.1	-7.3
COc1ccc(N2CC(NC(=O)N3CCc4ccccc43)CC2=O)cc1OC (configuration not stated)	-12.0	-2.7	-4.3	-6.4	-2.4	-2.1	i	1.8	11.3
O=C(NCc1ccccc1)c1ncn[nH]1	-3.5	17.6	7.8	-0.8	-18.7	-3.5	i	-3.7	-0.8
COc1ccc(-c2csc(NC(CO)c3nc4ccccc4n3CCOCCO)n2)cc1 (configuration not stated)	-10.8	-12.5	1.8	2.9	-10.3	-8.9	i	-7.3	-2.5
COc1ccc(N/N=C(/C#N)S(=O)(=O)C(C)(C)C)cc1	3.1	1.5	-2.9	2.1	5.6	-1.0	i	-2.0	-1.0
Nc1nc(COc2ccc3ccccc3c2)cs1	-3.4	-4.3	-28.2	4.0	0.4	-10.0	i	-13.2	4.8
O=C(N/N=C/c1c[nH]c2ccccc12)c1ccc(Br)cc1	-6.1	5.7	-1.1	-1.5	-5.0	7.4	i	-7.0	3.2
COc1ccc(NC(=O)CN(C)C(=O)c2cccc(-n3cccc3)c2)cc1	-4.7	16.9	-11.7	1.4	-16.4	-0.8	i	-1.7	2.5
O=C(CC1COc2ccccc2O1)Nc1ccccn1 (configuration not stated)	5.9	-10.1	-12.5	1.0	-2.2	-6.2	i	-1.5	-6.7
CC(=O)Nc1ccc2nc(SCC(=O)Nc3ccc(N4CCOCC4)c(Cl)c3)sc2c1	-0.6	2.7	-108.6	5.4	6.9	-0.9	i	-1.6	-0.5
